EPAC2 agonist = qHTS for Agonist of cAMP-regulated guanine nucleotide exchange factor 4 (EPAC2): primary screen; Rap guanine nucleotide exchange factor 4 (Homo sapiens), Q8WZA2; EPAC2 activation, biochemical qHTS; response scale: 100% = 6.5 mM cAMP response; Potency, µM (series often up to 154 µM), for inactives: top-dose activation, actives largely listed as activators; 0.079% of 360,000 active; further: potency means the concentration at half of the fitted maximal effect; nearly all actives have a fitted effect of over 50% in size
Target sequence (Q8WZA2 whole entry, looked up): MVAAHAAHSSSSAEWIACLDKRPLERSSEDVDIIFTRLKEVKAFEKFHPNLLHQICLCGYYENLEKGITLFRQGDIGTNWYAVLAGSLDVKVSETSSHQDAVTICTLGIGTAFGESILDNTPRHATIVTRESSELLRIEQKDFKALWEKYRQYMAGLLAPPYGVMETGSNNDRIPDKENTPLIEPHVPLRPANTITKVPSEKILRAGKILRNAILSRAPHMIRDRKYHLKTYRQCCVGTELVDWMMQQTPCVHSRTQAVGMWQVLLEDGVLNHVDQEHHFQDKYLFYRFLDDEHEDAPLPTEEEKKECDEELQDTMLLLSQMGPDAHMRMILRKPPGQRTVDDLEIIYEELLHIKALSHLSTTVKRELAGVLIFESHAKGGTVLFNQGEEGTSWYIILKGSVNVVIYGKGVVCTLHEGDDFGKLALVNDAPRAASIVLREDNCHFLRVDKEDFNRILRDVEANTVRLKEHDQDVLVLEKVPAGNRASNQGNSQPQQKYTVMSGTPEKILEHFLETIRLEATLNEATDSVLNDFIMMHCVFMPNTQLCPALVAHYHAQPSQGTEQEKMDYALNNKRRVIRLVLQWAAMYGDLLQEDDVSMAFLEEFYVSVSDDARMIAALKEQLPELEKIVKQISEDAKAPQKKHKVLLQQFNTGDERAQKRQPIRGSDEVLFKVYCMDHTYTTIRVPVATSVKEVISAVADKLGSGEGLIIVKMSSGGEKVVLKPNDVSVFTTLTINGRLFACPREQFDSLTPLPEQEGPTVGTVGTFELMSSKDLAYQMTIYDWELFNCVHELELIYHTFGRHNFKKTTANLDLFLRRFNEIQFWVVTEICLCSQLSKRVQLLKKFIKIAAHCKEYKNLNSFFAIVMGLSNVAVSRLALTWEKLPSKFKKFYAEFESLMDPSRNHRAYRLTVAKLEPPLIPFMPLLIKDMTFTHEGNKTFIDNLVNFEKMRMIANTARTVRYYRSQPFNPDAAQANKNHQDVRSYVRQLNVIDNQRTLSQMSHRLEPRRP
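Guanine nucleotide exchange by EPAC2 is measured as reduced fluorescence of BODIPY-GDP once it is released from 250 nM Rap1B. Plates are read kinetically for 30 min at room temperature; results are scaled to 6.5 mM cAMP.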
Nrf2 block = Nrf2 qHTS screen for inhibitors; A549 ARE-Fluc reporter, luciferase luminescence, 18-24 h; Potency, µM (top dose mostly 46 µM), without a hit: top-dose activity change, negative = inhibition, actives largely listed as inhibitors; 2.1% of 360,000 active; AID 504444, 2011; further: potency means the concentration at half of the fitted maximal effect; on the % scale 0 is the no-effect control and ±100 the full control effect; nearly all actives have a fitted effect of over 60% in size
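Concentration-response testing used A549 ARE_Fluc cells at 5000 cells/well. Following an 18-24 h compound incubation, viability was read by fluorescence (Ex 405/Em 525) and luciferase output by luminescence.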
ATXN2 expr inh = Primary qHTS for Inhibitors of ATXN expression | HEK-293 ATXN2-luciferase reporter, luminescence, 24 h | Potency, µM (doses to about 57 µM), without a hit: at the top dose activity change, negative = inhibition, hits mostly inhibitors | 0.72% of 360,000 active | AID 1745845, 2022; further: potency means the concentration at half of the fitted maximal effect; on the % scale 0 is the no-effect control and ±100 the full control effect; nearly all actives have a fitted effect of over 55% in size
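ATXN2-luciferase reporter cells (luciferase flanked by upstream and downstream ATXN2 gene portions) were treated 24 h at 37 °C with compounds at up to 57 uM. SteadyGlo luminescence gave expression; GF-AFC fluorescence gave viability.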
A549 tox = Nrf2 qHTS screen for inhibitors: counterscreen for cytotoxicity | 0.16% of 390,000 active | Potency, µM (series often up to 46 µM), for the others: at the top dose activity change, negative = cytotoxicity, hits mostly inhibitors | A549 ARE-Fluc cells, CellTiter-Fluor viability, 18-24 h; further: potency means the concentration at half of the fitted maximal effect; on the % scale 0 is the no-effect control and ±100 the full control effect
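A549 ARE-Fluc cells in 5% FBS OPTI-MEM, 5000 cells/well, rested 2 h then exposed to compounds in concentration-response for 18-24 h at 37 °C. Viability by CellTiter-Fluor fluorescence (Ex 405/Em 525) after 30 min; luciferase luminescence (BugLite, 15 min, RT) read afterwards.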
Nrf2 activator = qHTS of Nrf2 Activators | Potency, µM (titrated, usually from 46.1 µM), without a hit: at the highest dose activation, most hits filed as activators | AID 624171, 2012 | 0.31% of 410,000 active | AREc32 ARE-luciferase reporter (MCF7-derived line), luminescence, 24 h; further: potency means the concentration at half of the fitted maximal effect; % of control where 0% means no effect; nearly all actives have a fitted effect of over 65% in size
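AREc32 cells carrying an ARE-driven firefly luciferase reporter were seeded at 1000 cells/well in OPTI-MEM with 5% FBS, then exposed to compound for 24 hr at 37 deg C. Luminescence was read with Steady-Glo after 30 min at RT.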
IL2 activator = qHTS of IL-2 Activators. IL-2 activation reporter assay, cell-based qHTS; stimulated with anti-CD3/CD4/CD28 beads; in transgenic mouse T cells. activation, % (series mostly up to about 46 µM). 0.065% of 360,000 active. AID 652025, 2013; in the data active means activation above about 50%; inconclusive means mostly about 30% to 49%; further: 0% is about no effect
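Readout: EGFP and DsRed signals by fluorescent plate cytometry. Unstimulated transgenic mouse T cells received compound 60 min before antibody-bead stimulation, then incubated 18 h at 37 degrees C.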
TGFb inhibitor = qHTS for Inhibitors of TGF-b; HepG2 CAGA-GFP TGF-b/SMAD3 reporter, GFP fluorescence, 18 h; TGF-beta stimulated, 500 pg/mL final; 1.2% of 410,000 active; AID 588855, 2011; Potency, µM (series often up to 46.1 µM), inactives show at the top dose activity, negative = inhibition, actives largely listed as inhibitors; further: potency means the concentration at half of the fitted maximal effect; on the % scale 0 is the no-effect control and ±100 the full control effect; nearly all actives have a fitted effect of over 65% in size
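HEPG2 CAGA-GFP reporter cells (1000/well, DMEM with 1% FBS) received compounds, then recombinant TGF-beta at 500 pg/mL final for 18 hours at 37 degrees C. Per-cell GFP summed per well was normalised to unstimulated and stimulated DMSO controls before curve fitting.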
ATXN viability = Viability Counterscreen for Primary qHTS for Inhibitors of ATXN expression; S2 cells (HEK-293 line with an ATXN2-luciferase reporter) viability, CellTiter-Fluor protease fluorescence, 24 h; Potency, µM (highest dose often 56.7 µM), hits mostly cytotoxic; 0.49% of 400,000 active; further: potency means the concentration at half of the fitted maximal effect; nearly all actives have a fitted effect of over 40% in size
HepG2 viability = qHTS for Inhibitors of TGF-b: Cytotox Counterscreen; Potency, µM (doses to about 46.1 µM), without a hit: top-dose activity change, negative = cytotoxicity, usual class: cytotoxic; 0.76% of 410,000 active; HepG2 CAGA-GFP viability, ATP luminescence, 18 h; further: potency means the concentration at half of the fitted maximal effect; some results filed as inactive show a strong effect at the top dose
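CellTiter-Glo luminescence gave cytotoxicity after 18 hours at 37 degrees C. The cells were HepG2 CAGA-GFP in 1% FBS DMEM, stimulated with 500 pg/mL TGF-beta after compound addition. %Activity was normalised to no-cell wells (complete cell-killing) and DMSO (no toxicity), and curves were fitted and classified.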
Active calls of the source: *; i = inactive; ? = inconclusive; / = not tested or not shown. Unless noted, the call rests on the fitted dose curve; in most records, active means well fitted curve in the direction sought with a large enough effect; inconclusive means small, poorly fitted or top-dose-only effect, or another doubt; inactive means no such curve, though single readings can be large; an effect the other way counts as inactive or inconclusive.

Fields: EPAC2 agonist	Nrf2 block	ATXN2 expr inh	A549 tox	Nrf2 activator	IL2 activator	TGFb inhibitor	ATXN viability	HepG2 viability
COc1ccccc1CNc1ccc(-c2nc(-c3ccccn3)no2)cc1[N+](=O)[O-]
  /	7.4%	29.3%	-1.4%	2.8%	/	20.8%	i	-5.6%
O=C(COC(=O)CNC(=O)c1ccc(Cl)cc1Cl)NC1CCCCC1
  1.7%	3.9%	4.3%	2.4%	0.2%	0.3	0.0%	i	-19.2%
Cc1ccc(C)c(OCCC(=O)OCC(=O)NCc2ccccc2)c1
  -2.8%	1.9%	-1.4%	0.2%	0.0%	-4.3	4.9%	i	11.9%
CCCCNC(=O)c1ccc2c(c1)N(C)C(=O)c1ccccc1S2
  5.0%	-25.1%	/	1.0%	0.4%	0.7	5.9%	i	-10.9%
CCc1ccc(CNC(=O)Cn2c(-c3cccs3)cc3cc(F)ccc32)cc1
  /	-19.2%	-0.2%	-0.9%	8.8%	/	-4.8%	i	-3.0%
CC(=O)Nc1ccc(S(=O)(=O)n2cnc3ccccc32)cc1
  5.4%	0.5%	0.1%	1.1%	0.2%	-1.9	2.1%	i	2.1%
CCc1ccc(S(=O)(=O)Nc2cc3c(C(=O)OCc4ccccc4)c(C)oc3c3ccccc23)cc1
  /	-17.6%	4.0%	-2.2%	0.3%	/	-10.1%	i	-3.0%
O=c1[nH]sc2ccccc12
  8.2%	-4.1%	?	1.2%	?	-5.8	-7.1%	i	-7.2%
CCOc1ccccc1N1CC(O)=C(c2nc3ccccc3s2)C1=N
  13.7%	-0.5%	-14.5%	-19.3%	0.4%	-2.6	-24.7%	?	-5.1%
O=C(NCCCc1ccc(F)cc1)C1CCC(=O)N(CCCN2CCCC2=O)C1 (stereo not given)
  -2.3%	-18.8%	/	-4.6%	-0.6%	-0.9	0.4%	i	-3.4%
Cc1cc(C)n(Cc2ccc(Cl)nc2)n1
  1.0%	-13.7%	4.7%	1.7%	-0.6%	2.1	11.7%	i	0.9%
CCOC(=O)c1ccc(S(=O)(=O)NCC(c2ccc(N(C)C)cc2)c2c[nH]c3ccccc23)cc1 (stereo not given)
  3.8%	?	-15.4%	-13.2%	8.3%	-5.2	?	i	-15.5%
COc1ccc(C(=O)N=C2SC3CS(=O)(=O)CC3N2Cc2ccc(F)cc2)cc1 (stereo not given)
  -9.4%	?	-9.1%	-9.0%	-0.3%	-2.6	0.5%	i	2.7%
COc1ccc(-c2nc(CS(=O)(=O)CC(=O)NCc3ccc4c(c3)OCO4)c(C)o2)cc1
  -2.5%	0.0%	2.9%	4.4%	-0.9%	0.2	-18.7%	i	-14.1%
CCCOc1ccccc1/C=C(\C#N)C(=O)Nc1cccc(C)n1
  12.4%	-12.4%	28.4%	-8.6%	2.7%	-1.6	12.6%	i	5.2%
COc1ccc(O)c(CN2CCN(CCc3ccccc3)C(CCO)C2)c1 (stereo not given)
  3.7%	-19.3%	-24.2%	0.3%	0.4%	-5.4	4.0%	i	-4.5%
CC(=O)Nc1ccc(N/C=C/C(=O)c2ccc(Cl)cc2)cc1
  -12.2%	0.2%	5.9%	3.4%	1.9%	-0.9	5.5%	?	4.7%
Cc1nn(CCC(=O)O)c2nc(-c3cccnc3)cc(C(F)(F)F)c12
  5.0%	7.5%	1.0%	2.7%	0.3%	-0.4	4.4%	i	2.1%
COc1cc(/C=C/C(=O)OCC(=O)NCCc2ccccc2)cc(OC)c1OC
  -3.3%	10.5%	-12.6%	2.2%	0.2%	1.0	2.7%	i	1.6%
COc1ccc(Cn2c(CO)cnc2SCC(=O)Nc2ccc3c(c2)OCCO3)cc1
  /	/	12.7%	-6.1%	4.8%	/	-0.1%	i	1.6%
NC(=O)c1ccc(NC(=O)COc2ccc(-n3cnnn3)cc2)cc1
  9.3%	2.4%	7.8%	2.2%	-0.7%	-0.6	-1.5%	i	0.7%
CCOc1ccc(NC(=S)Nc2cccnc2)cc1
  4.1%	0.3%	13.0%	0.7%	2.0%	-0.4	18.4%	/	-14.6%
CN(C)c1cccc(CNC(=O)c2csc([C@@H]3C[C@H](O)[C@@H](CO)O3)n2)c1
  10.4%	/	7.1%	/	0.2%	0.0	-0.9%	i	-15.8%
COC(=O)c1ccc(C)c(N(CCO)CCO)c1
  9.9%	-17.3%	-2.5%	-20.7%	-0.1%	2.5	2.4%	i	7.7%
COc1ccc(S(=O)(=O)NNC(=O)c2csc(-n3nc(C)cc3C(F)(F)F)n2)cc1OC
  -9.6%	-13.0%	-5.3%	-4.4%	-0.2%	1.0	-15.6%	i	-24.3%
O=C(CNC(=S)N(Cc1ccccc1)Cc1cccnc1)NCCN1CCOCC1
  -1.1%	21.3%	/	5.9%	-0.3%	4.2	2.0%	i	3.4%
CC1=CC(C)C(/C=N/n2cnnc2)C(C)C1 (stereo not given)
  0.6%	8.1%	-1.4%	-6.6%	0.5%	0.5	-1.9%	i	2.7%
COC(=O)c1sccc1NC(=S)N1CCN(C)CC1
  7.4%	13.6%	/	14.2%	-0.2%	-0.5	16.5%	i	18.6%
O=C(O)c1cccc(S(=O)(=O)Nc2cccc(S(=O)(=O)N3CCCC3)c2)c1
  10.2%	0.2%	3.5%	-2.1%	0.3%	1.8	5.1%	i	6.0%
Clc1ccc(OCc2nnc3n2CCCCC3)c(Cl)c1
  10.1%	-4.3%	/	4.5%	11.1%	0.3	?	i	-18.6%
COc1ccc2[nH]cc(C(=O)CN3CCN(C4CCCCC4)CC3)c2c1
  11.2%	4.1%	-6.8%	-1.5%	-0.3%	-0.2	6.0%	i	-8.0%
CCn1c(SCC(=O)NCc2ccccc2)nnc1C(CO)NC(=O)c1ccccc1 (stereo not given)
  10.4%	-3.1%	1.8%	1.7%	-0.4%	-2.7	-6.8%	i	-7.1%
CCn1c(SCC(=O)Nc2sc3c(c2C#N)CCCC3)nnc1-c1ccncc1
  19.4%	?	-7.4%	-1.6%	3.0%	0.1	-1.8%	i	-32.0%
CN1C(=O)/C(=N/OC(=O)c2ccccc2)c2ccccc21
  12.3%	/	-37.4%	-2.9%	0.8%	-0.8	-14.7%	i	-11.6%
Cc1cccc(C)c1-n1nnnc1SCC(=O)N1CCNC1=O
  0.5%	-7.3%	-2.4%	-2.1%	-0.6%	-1.2	-16.9%	?	5.7%
CCCCCCNC(=O)C(=O)NCCc1ccc(Cl)cc1
  -1.1%	-0.6%	10.8%	7.9%	0.7%	-0.1	-1.7%	i	7.3%
Cc1cc(C)cc(NC(=O)/C(C#N)=C/c2cn(CC(=O)NCc3ccco3)c3ccccc23)c1
  10.7%	?	?	-25.0%	-0.8%	0.1	0.0%	i	-20.3%
Cc1ccc2c(c1)c(C)c(C)n2CC(O)Cn1nc(C)cc1C (stereo not given)
  13.4%	-11.0%	4.9%	-5.4%	0.6%	-2.8	0.4%	i	-34.4%
C[C@@H]1CN([C@H](C)CO)S(=O)(=O)c2ccc(-c3cccc(C#N)c3)cc2O[C@H]1CN(C)C(=O)Nc1cc(F)ccc1F
  8.7%	/	-27.5%	/	0.0%	-1.0	5.1%	?	-14.3%
CCOC(=O)N1CCC(NC(=O)CN(c2ccc(C(C)C)cc2)S(=O)(=O)c2c(C)nn(C)c2C)CC1
  -2.8%	-11.6%	8.1%	-5.2%	0.1%	0.6	8.6%	i	6.9%
CCCN1C2CCCC1CC(NC(=O)c1cccc(Cl)c1)C2 (stereo not given)
  6.2%	0.9%	-10.9%	-0.5%	-0.1%	1.1	0.7%	?	4.0%
Cc1ccc(C)c(S(=O)(=O)NCc2ccc(C(=O)N3CCN(C)CC3)cc2)c1
  0.8%	9.2%	4.8%	-2.4%	-1.0%	0.6	16.0%	i	-17.6%
Cc1cc(C)c(C)c(OCC(=O)N2CCN(c3ccccn3)CC2)c1
  4.2%	-20.4%	-18.2%	8.0%	-0.6%	-2.5	-19.6%	i	-41.6%
O=C(CN1CCN(S(=O)(=O)c2ccc(Br)s2)CC1)NC1CCCCC1
  -1.8%	-1.3%	-0.3%	-0.5%	0.2%	-4.5	-11.6%	i	1.0%
COc1ccc(S(=O)(=O)Nc2ccc(O)c3ccccc23)cc1
  -12.4%	-12.5%	?	-7.6%	-2.4%	-0.2	?	20µM*	-100.5%
N#CC1(NC(=O)COC(=O)CSc2ccc(F)cc2)CCCCC1
  1.6%	-6.9%	3.5%	-4.3%	0.0%	-0.6	-8.4%	i	6.4%
C/C(=N\Nc1nc(C)cc(-c2ccccc2)n1)c1ccccc1
  -3.0%	-27.4%	-33.2%	-7.0%	2.5%	-1.2	-17.8%	i	-63.7%
O=C(/C=C/c1ccc(F)cc1)Nc1cc(S(=O)(=O)N2CCOCC2)ccc1N1CCOCC1
  0.2%	/	/	/	-0.8%	-1.2	-4.7%	i	-10.1%

An excerpt from above in order of the IL2 activator value, high to low.
structure	IL2 activator
CCCN1C2CCCC1CC(NC(=O)c1cccc(Cl)c1)C2 (stereo not given)	1.1
Cc1ccc(C)c(S(=O)(=O)NCc2ccc(C(=O)N3CCN(C)CC3)cc2)c1	0.6
O=C(/C=C/c1ccc(F)cc1)Nc1cc(S(=O)(=O)N2CCOCC2)ccc1N1CCOCC1	-1.2

Random draw from the library; overall some 4.3% were active at least once.
